PfHsp90 yeast 2: reduces growth (ATP signal) of yeast expressing P. falciparum Hsp90 | S. cerevisiae expressing PfHsp90, BacTiter-Glo ATP, 48 h; yeast lacking PDR1 and PDR3 efflux regulators | inhibition, % at 9.4 µM | 0.32% of 310,000 active;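 active = every replicate shows inhibition above about 80%, whatever the replicate mean, limit read from the data; inconclusive = mean inhibition reaches the set limit but some replicate falls short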;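 also: 0% = DMSO neutral controls and 100% = 20 µM radicicol positive controls; yeast relying on Plasmodium falciparum Hsp90 in place of its own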
Keap1 Nrf2 FP: disrupts human Keap1 binding to Nrf2 peptide; Keap1 Kelch-Nrf2 peptide fluorescence polarization, 1536-well; inhibition, % at 9.4 µM; 0.15% of 340,000 active; AID 504523; in the data active = inhibition above about 12%; inconclusive = no clear call, values can overlap the other calls; inactive = below about 7.3%;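 also: human Keap1 Kelch domain with fluorescein labeled Nrf2 9mer peptide probe; 0% = neutral control wells and 100% = peptide positive control; higher means more block of Keap1 binding to Nrf2 peptide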
PvdQ acylase: blocks Pseudomonas aeruginosa PvdQ acylase activity. inhibition, % at 10 µM. 0.063% of 340,000 active. purified PvdQ acylase, fluorescence plate reader; in the data active = inhibition above about 30%, passing the limit was not always enough; inconclusive = no clear call, values can overlap the other calls;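 also: 0% = vehicle neutral wells and 100% = reference inhibitor wells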
dFosB act: activators of mouse delta FosB homodimer; purified delta FosB, TAMRA-CDK5 oligo fluorescence polarization; percent of positive-control signal above neutral wells; activation, % at 25 µM; P13346; 0.99% of 340,000 active; AID 493131;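 active = mean activation above about 17%, with every replicate also reaching it, limit read from the data, passing the limit was not always enough; inconclusive = only one of the two conditions met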;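 also: fluorescence polarization rise as delta FosB binds a TAMRA Cdk5 AP-1 oligo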
Target sequence (P13346 whole entry, looked up): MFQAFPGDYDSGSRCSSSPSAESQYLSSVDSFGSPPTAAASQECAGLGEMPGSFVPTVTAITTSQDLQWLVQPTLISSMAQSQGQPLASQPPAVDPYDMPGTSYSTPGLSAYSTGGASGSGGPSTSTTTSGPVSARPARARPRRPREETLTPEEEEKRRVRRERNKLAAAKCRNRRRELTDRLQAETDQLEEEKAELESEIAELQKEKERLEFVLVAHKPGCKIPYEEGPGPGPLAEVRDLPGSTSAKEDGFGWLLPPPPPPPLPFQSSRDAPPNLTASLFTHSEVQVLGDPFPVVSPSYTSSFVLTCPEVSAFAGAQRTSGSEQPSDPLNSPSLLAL
Mot1-301 SUMO: SUMOylation pathway inhibition by Mot1-301 growth rescue | growth rescue, % at 18.8 µM | S. cerevisiae Mot1-301 growth rescue, ATP luminescence, 38.5C; percent above DMSO median, 100 means doubled | 1% of 320,000 active;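 active = every valid replicate shows activation above 250% relative to neutral control wells; inactive = the rest, any valid replicate at or below 250%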;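 also: OY570 slx delta 5 strain wells were the positive control but not used for scaling; some compounds called inactive have numbers as strong as hits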
RTF Ca sens act: cardiac RTF calcium sensitization. P19429+P45379. IANBD-labeled TnC RTF fluorescence at EC20 calcium; 0% EC20 calcium, 100% full calcium. activation, % at 7.2 µM. 0.24% of 340,000 active. AID 493008;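 active = activation above the mean over all tested compounds plus 3 SD, cut at about 30% in these data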;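 also: rise in fluorescence read as greater calcium sensitivity of cardiac thin filaments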
Rtt109 HAT inh: C. albicans Rtt109 histone acetyltransferase inhibition. Q5AAJ8. purified Rtt109/Vps75, ThioGlo CoA-SH fluorescence, 4 h. inhibition, % at 34.9 µM. 0.16% of 330,000 active. AID 540336;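 active = inhibition of at least 50% in every replicate; inconclusive = best replicate reaches 50% inhibition but some replicates fall short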
NSD2 inh: NSD2 (human) methyltransferase inhibition. O96028. NSD2 peptide methylation, AlphaScreen, 120 min. inhibition, % at 12.5 µM. 0.54% of 310,000 active; in the data active = inhibition above about 50%
LANA DNA inh: inhibitors of KSHV LANA C-terminal domain DNA binding; inhibition, % at 9 µM; 0.078% of 340,000 active; MBP-C-LANA/FAM-LBS DNA binding, fluorescence polarization;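 active = highest replicate inhibition at or above 60% at 9 µM, even if other replicates fall short; inactive = all replicates below 60% inhibition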;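 also: 0% = neutral control wells and 100% = 4 µM acridine orange control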
CDK5 p35 inh: blocks human CDK5/p35 kinase activity; Q00535+Q15078; inhibition, % at 10 µM; Recombinant CDK5/p35, ADP-Glo luminescence, 60 min; 0.01% of 330,000 active; AID 488839;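 active = highest replicate inhibition of at least 50% and at least 75% of replicates reaching 50%; inconclusive = only one of the two criteria met; inactive = both criteria failed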;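 also: plate controls were DMSO neutral control for no effect and GW8510 at 10 µM for full effect; many of its hits are not listed in these tables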
Target sequence (Q00535 whole entry, looked up): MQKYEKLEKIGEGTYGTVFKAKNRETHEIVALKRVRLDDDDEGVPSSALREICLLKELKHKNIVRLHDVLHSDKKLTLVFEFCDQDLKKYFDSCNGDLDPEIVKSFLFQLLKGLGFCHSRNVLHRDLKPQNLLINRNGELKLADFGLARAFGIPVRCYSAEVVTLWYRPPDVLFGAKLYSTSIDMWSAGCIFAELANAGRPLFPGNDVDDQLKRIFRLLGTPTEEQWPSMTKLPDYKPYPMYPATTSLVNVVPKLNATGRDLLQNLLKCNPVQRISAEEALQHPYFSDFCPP
Target sequence (Q15078 whole entry, looked up): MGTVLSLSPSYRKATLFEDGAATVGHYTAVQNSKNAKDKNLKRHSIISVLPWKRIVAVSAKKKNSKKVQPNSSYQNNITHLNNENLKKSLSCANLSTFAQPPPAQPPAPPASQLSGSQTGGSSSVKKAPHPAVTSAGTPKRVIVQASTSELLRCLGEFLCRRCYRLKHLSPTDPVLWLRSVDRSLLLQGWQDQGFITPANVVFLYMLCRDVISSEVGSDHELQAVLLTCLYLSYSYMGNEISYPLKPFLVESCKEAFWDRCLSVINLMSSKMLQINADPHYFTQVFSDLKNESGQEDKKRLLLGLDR
Cardiac RTF inh: cardiac RTF calcium desensitization; 0.12% of 340,000 active; IANBD-labeled cardiac RTF, Ca2+ fluorescence; inhibition, % at 7.15 µM; P19429+P45379; AID 493244;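 active = inhibition above the mean inhibition of all tested compounds plus 3 SD, cut at about 17% in these data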;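 also: assay run at fixed EC70 calcium of 1.6 mM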
Active calls of the source: *; ? = inconclusive; · = not tested or not shown. Compounds as they come; 3.2% or so of the library scored in one or more.

SMILES	PfHsp90 yeast 2	Keap1 Nrf2 FP	PvdQ acylase	dFosB act	Mot1-301 SUMO	RTF Ca sens act	Rtt109 HAT inh	NSD2 inh	LANA DNA inh	CDK5 p35 inh	Cardiac RTF inh
NC1=NC[C@@H](Cc2ccc(O)cc2)N1CCc1cc(C(F)(F)F)cc(C(F)(F)F)c1	16	-1	-27	22*	220	-11	1	·	-0.6	3.1	-7
COc1ccc(CCNC(=O)CCNS(=O)(=O)c2cccc3nonc23)cc1OC	9	-5	-10	6	249	2	5	-4	0.7	1.1	2
O=C(N(c1ccccn1)c1ccccn1)C12CC3CC(CC(C3)C1)C2	2	6	-2	-7	24	-4	-7	-2	-0.7	2.2	-10
S=C(NCc1ccccc1)NC1CCCCC1	-1	4	-13	-1	-5	0	0	-2	-0.9	-0.8	-2
O=C1C[C@@H](c2ccccc2)Oc2cc(O)cc(O)c21	-14	1	4	9	-7	-3	-2	·	1.4	-0.1	-22
O=C(CSc1nc2ccccc2s1)Nc1cc(S(=O)(=O)N2CCOCC2)ccc1O	0	-7	-10	-10	9	4	6	2	1.6	-0.4	-4
O=C(CN1C(=O)CSc2ncccc21)Nc1ccccc1F	-17	0	0	2	10	1	7	-4	-1.0	-0.9	-6
COCc1cc(/C=N\NC(=O)COc2ccc(Cl)cc2)ccc1OC	30	5	-6	-1	-10	-5	-1	-2	0.0	2.0	1
COc1ccc(-c2nc(NC(C)=O)sc2-c2ccccc2)cc1	-16	6	-14	-11	562	1	0	4	0.0	-0.4	-1
Clc1ccccc1-c1ccc2ncnc(NCc3cccnc3)c2c1	28	-2	-9	-5	-9	-9	-13	·	-7.5	-2.1	-5
Cn1c(Cl)c(/C=N/OC(=O)c2cccc(Cl)c2)c2ccccc21	-15	0	-18	4	-17	3	-1	0	0.6	0.8	-1
O=C(O)c1cc(-c2ccc(N3CCOCC3)cc2)nn1-c1ccccc1Cl	34	-3	-7	-3	-7	4	-6	3	1.3	-4.9	-3
O=C(O)c1cc(N2CCCC2)ccn1	15	0	-12	-6	·	2	3	-2	0.2	-0.4	-9
CS(=O)(=O)c1ccc2nc(NC(=O)Nc3ccccc3F)sc2c1	-5	-1	-3	20*	0	3	-1	-2	-0.5	0.9	-5
CCOc1ccc(CN(C)CC(=O)Nc2cccc3ccccc23)cc1OC	-4	0	-14	2	27	-8	-4	·	-0.8	-0.6	-1
COc1cc(CC(=O)Nc2ccc(Cl)c(C(F)(F)F)c2)cc(OC)c1OC	0	0	7	2	-7	2	-9	-1	-3.4	0.6	-7
CCNC(=O)CSc1nnc(-c2cccs2)o1	-16	-1	-9	-1	6	2	14	-7	0.2	-3.2	-8
O=Cc1ccccc1Oc1ccccc1	-9	2	-9	3	2	2	3	-1	-0.1	-1.1	3
COC(=O)c1c(NC(=O)C2CC2)sc2c1CCN(C(C)=O)C2	5	-6	-11	-5	8	3	-11	·	-0.3	-4.6	-4
O=C(NCc1ccncc1)c1ccc(Cl)c(S(=O)(=O)N2CCCCC2)c1	-29	-6	-17	-10	6	10	-1	0	-0.7	-4.1	-5
CC(Cn1cncn1)C(=O)N1CCN(S(=O)(=O)c2ccc(Cl)cc2)CC1 (centres undefined)	-3	0	-16	4	20	-1	-14	-4	1.2	1.2	-8
Cc1cccc(NC(=O)CCSc2nnc(Cc3ccccc3)o2)c1	·	1	14	-1	-2	-1	0	-2	-0.1	-0.6	-13
CSc1n[nH]c(=O)n1-c1cccc(Cl)c1	8	-7	-16	-3	-6	-10	0	-4	56	-2.5	-12
C/C(CC(=O)Nc1ccc(OCc2ccccc2)cc1)=N\NC(=O)C(=O)Nc1cccc(C)c1	-9	-2	6	-3	9	8	7	-4	-1.2	-1.4	-2
COc1ccc(C(=O)NCCCSc2ccccc2)cc1F	0	-6	-4	2	84	6	5	1	-0.2	-1.0	0
CC(C)(C)S(=O)(=O)N1Cc2ccc(CO)cc2[C@@H]1CCO	-21	-4	-12	-5	·	-3	0	·	-2.4	-1.2	-5
O=Cc1cccn1-c1ccc(O)cc1	-1	-4	5	-5	4	-4	-1	7	1.9	2.5	-22
CC(=O)Nc1cccc(-c2nc3ccccc3s2)c1	10	0	-6	-34	-3	2	-14	2	-1.8	-0.6	0
Cc1nnc(SCC(=O)NNC(=O)COc2ccc(Br)cc2)n1C	20	1	-8	-1	-15	-1	3	-2	-4.2	0.0	-4
CCN(CC)CCOC(=O)/C=C/c1ccccc1	2	-2	-2	-2	-3	-2	-8	1	-1.1	-0.3	3
COc1ccc(/C=N/NC(=O)c2ccncc2)cc1[N+](=O)[O-]	-3	-1	5	8	8	1	-7	2	-1.4	-0.6	7
COc1ccc(NC(=O)CSC2=NC(=O)CC(C)=N2)cc1	-12	0	-6	3	57	3	1	-1	3.1	-0.8	1
Cc1ccc(CN(CC(=O)NCc2ccccn2)S(=O)(=O)c2ccccc2)cc1	9	-4	1	-5	0	1	15	8	-0.7	0.8	0
Cc1cccc(C)c1NC(=O)CNC(=O)c1ccc(N2CCCC2)c([N+](=O)[O-])c1	-15	-6	-11	-5	-4	1	13	5	1.8	-6.3	-2
COc1cc(O)oc1C=Nc1ccc(C(F)(F)F)cc1	-4	1	3	5	22	-8	-4	-3	0.1	-2.3	4
COc1ccc2[nH]c(=O)c(CN(Cc3nnnn3Cc3ccco3)C3CCCCC3)cc2c1	17	-5	1	-15	·	-2	14	2	0.4	-1.6	-15
COc1ccc(OC)c(NC(=O)C(CC(C)C)NC(=O)C2CCCCC2)c1 (centres undefined)	-52	5	-3	-11	-21	-6	7	·	3.3	0.2	4
Cc1ccn2c(NC3CCCCC3)c(-c3cccc(-c4cccc(Cl)c4)c3)nc2c1	-14	-8	0	2	-14	7	-3	·	3.0	1.1	-4
O=C(Nc1ccc(F)cc1)C1CC2CCC1C2 (centres undefined)	-8	?	-9	-2	-10	7	-4	-6	3.9	-1.8	-1
CC(C)Oc1cccc(C(=O)C2CCCN(C(=O)c3ccnn3C)C2)c1 (centres undefined)	10	1	-2	0	94	-3	-4	-2	-0.6	-0.3	7
C=CCNC(=O)c1onc(CSc2ccccc2F)c1C(=O)O	-6	-2	-16	3	101	2	3	·	-2.9	0.2	-12
COCCNC(=O)C(c1ccc(O)cc1)N(C(=O)CCC(=O)Nc1nccs1)c1ccc(C)cc1 (centres undefined)	-16	-2	-15	-10	-11	2	-4	1	-0.9	0.5	2
COc1ccc(N(C(=O)Cn2nnc3ccccc32)C(C(=O)NCc2ccco2)c2ccncc2)cc1 (centres undefined)	4	-5	-16	-1	-9	4	-2	1	-0.7	0.3	-19
CS(=O)(=O)N(CC(=O)NCc1ccc2c(c1)OCO2)Cc1ccccc1	33	-4	-14	-6	-8	0	3	-1	0.5	-1.4	0
CCCOC1CCCN(C(=O)c2ccc(OC3CCN(Cc4ccccn4)CC3)cc2)C1 (centres undefined)	-11	-4	-8	-6	1	-1	9	6	-0.2	-0.1	-1
Cc1ccc(CNC(=O)CNC(=O)c2ccco2)cc1	0	-2	6	5	157	-6	7	-4	-1.1	-0.7	-6
O=C(NCCc1ccccc1F)N[C@@H](Cc1ccccc1)C(=O)O	-10	-1	26	1	-10	4	3	6	-1.0	0.7	-10
CCN(CC)S(=O)(=O)c1ccc(N2CCOCC2)c(NC(=O)c2ccc(=O)n(C)n2)c1	0	-4	4	-3	5	-3	-9	3	-0.1	1.2	-3
COc1ccc(NC(=O)c2ccc(Cl)c(S(=O)(=O)N3CC(C)OC(C)C3)c2)cn1 (centres undefined)	3	1	-13	-9	-16	-1	-14	0	3.4	-0.8	-5
COC(=O)c1ccc(Cl)c(S(=O)(=O)N2CCCC2)c1	18	-2	6	-1	1	0	3	1	1.3	-0.4	5
Cc1scc(C(=O)Nc2ccon2)c1-c1ccccc1	-25	0	-13	2	-6	-4	-3	-2	-0.7	-0.9	-2
COc1ccc(NC(=O)/C=C/c2ccc(OC)c(OC)c2)cn1	20	0	-13	6	-9	3	2	-3	0.6	2.5	-8
CCCCN(CC)CCCNC(=O)c1cn(C)c(=O)c2c1c1ccccc1n2C	-1	2	-10	-2	4	12	-1	16	1.6	1.5	-4
Cc1ccc(S(=O)(=O)Nc2ccccc2CNc2ccccn2)cc1	-8	-5	-8	-9	50	-1	-6	0	-1.6	-1.0	3
Cc1ccc2c(NC(=O)C3CC3)cccc2n1	-8	-8	-4	-2	235	2	-1	-1	-0.3	-2.2	0

Among those listed so far, these have an aryl thioether with sulfur outside any ring.
SMILES	PfHsp90 yeast 2	Keap1 Nrf2 FP	PvdQ acylase	dFosB act	Mot1-301 SUMO	RTF Ca sens act	Rtt109 HAT inh	NSD2 inh	LANA DNA inh	CDK5 p35 inh	Cardiac RTF inh
O=C(CSc1nc2ccccc2s1)Nc1cc(S(=O)(=O)N2CCOCC2)ccc1O	0	-7	-10	-10	9	4	6	2	1.6	-0.4	-4
CCNC(=O)CSc1nnc(-c2cccs2)o1	-16	-1	-9	-1	6	2	14	-7	0.2	-3.2	-8
Cc1cccc(NC(=O)CCSc2nnc(Cc3ccccc3)o2)c1	·	1	14	-1	-2	-1	0	-2	-0.1	-0.6	-13
CSc1n[nH]c(=O)n1-c1cccc(Cl)c1	8	-7	-16	-3	-6	-10	0	-4	56	-2.5	-12
COc1ccc(C(=O)NCCCSc2ccccc2)cc1F	0	-6	-4	2	84	6	5	1	-0.2	-1.0	0
Cc1nnc(SCC(=O)NNC(=O)COc2ccc(Br)cc2)n1C	20	1	-8	-1	-15	-1	3	-2	-4.2	0.0	-4
C=CCNC(=O)c1onc(CSc2ccccc2F)c1C(=O)O	-6	-2	-16	3	101	2	3	·	-2.9	0.2	-12
